High-throughput results from PubChem BioAssay.
HT1080 IDH1KD tx – toxicity to HT-1080 IDH1 knockdown cells (counter line); HT-1080 IDH1 knockdown viability, ATP luminescence, 48 h; 360,000 compounds, 2% hits; Potency, µM (titrated, usually from 46.1 µM), inactives show at the top dose activity, negative = toxicity, usual class: cytotoxic; AID 686971;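 further: potency means the concentration at half of the fitted maximal effect; 0% = DMSO wells and -100% = cell-free medium wells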
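Cytotoxicity counter-line: IDH1KD HT-1080, 48 h, CellTiter-Glo. Curves classed by r2, magnitude and activity.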
HT1080-NT tox – kills 2HG-producing HT-1080-NT fibrosarcoma cells; AID 686970; 360,000 compounds, 1.6% hits; Potency, µM (highest dose often 46.1 µM), for inactives: top-dose activity, negative = less viability, usual class: cytotoxic; HT-1080-NT fibrosarcoma viability, CellTiter-Glo ATP luminescence, 48 h;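 further: NT is the 2HG producing partner of a matched IDH1 knockdown line; potency means the concentration at half of the fitted maximal effect; 0% = DMSO-treated cells and -100% = media-only wells without cells; nearly all actives have a fitted effect of over 55% in size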
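Toxicity toward the 2HG-producing NT line was scored as %Activity, normalised to DMSO and no-cell wells, from CellTiter-Glo luminescence after 48 hours' treatment.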
ATXN2 expr inh – inhibitors of ATXN2 expression. AID 1745845. HEK-293 ATXN2-luciferase reporter, luminescence, 24 h. 360,000 compounds, 0.72% hits. Potency, µM (top dose mostly 57 µM), for the others: top-dose activity change, negative = inhibition, usual class: inhibitors; further: potency means the concentration at half of the fitted maximal effect; on the % scale 0 is the no-effect control and ±100 the full control effect; nearly all actives have a fitted effect of over 55% in size
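ATXN2-luciferase reporter cells (luciferase flanked by upstream and downstream ATXN2 gene portions) were treated 24 h at 37 °C with compounds at up to 57 uM. SteadyGlo luminescence gave expression; GF-AFC fluorescence gave viability.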
MCF10A rerep – DNA re-replication induction in MCF 10a cells | MCF 10A DNA re-replication, Hoechst nuclear intensity, 48 h | Potency, µM (series often up to 46.1 µM), inactives show top-dose activity, positive = re-replication, most hits filed as activators | 350,000 compounds, 2.9% hits | AID 624296; further: potency means the concentration at half of the fitted maximal effect; % of control where 0% means no effect; nearly all actives have a fitted effect of over 50% in size
KB-3-1 tox – KB-3-1 parental cell cytotoxicity; Potency, µM (series often up to 46.1 µM), for the others: at the top dose activity change, negative = cytotoxic, most hits filed as cytotoxic; 400,000 compounds, 1.4% hits; AID 1347075; KB-3-1 viability, CellTiter-Glo ATP luminescence, 72 h; further: potency means the concentration at half of the fitted maximal effect; on the % scale 0 is the no-effect control and ±100 the full control effect; nearly all actives have a fitted effect of over 60% in size
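Multi-concentration cytotoxicity screen in KB-3-1 cells grown in DMEM lacking phenol red with 10% FBS. After 72 h at 37 °C with compound, ATP-dependent luminescence was recorded.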
S2 tox – viability counter-screen for ATXN expression inhibitors; S2 cells (HEK-293 line with an ATXN2-luciferase reporter) viability, CellTiter-Fluor protease fluorescence, 24 h; Potency, µM (highest dose often 56.7 µM), hits mostly cytotoxic; 400,000 compounds, 0.49% hits; further: potency means the concentration at half of the fitted maximal effect; nearly all actives have a fitted effect of over 40% in size
KB-V1 MDR tox – kills drug-selected multidrug resistant KB-V1 cells; KB-V1 MDR cells viability, CellTiter-Glo, 72 h; Potency, µM (highest dose often 46.1 µM), for inactives: at the highest dose activity change, negative = cytotoxicity, actives largely listed as cytotoxic; 400,000 compounds, 3.4% hits; AID 1347076; further: potency means the concentration at half of the fitted maximal effect; on the % scale 0 is the no-effect control and ±100 the full control effect; nearly all actives have a fitted effect of over 60% in size
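Readout: CellTiter-Glo luminescence, 10 min after addition. Cells: KB-V1 MDR subline, 72 h at 37 degrees C with compound. Analysis: corrected, normalized data fitted to concentration-effect curves.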
IL-1B inflam inh – inflammasome signaling inhibition, IL-1 beta readout; THP-1 LPS/ATP IL-1B secretion, AlphaLISA, 16 h; stronger effect = lower value; activity change, % at 57.5 µM; 360,000 compounds, 4.7% hits; AID 743279; in the data active means activity change below about -50%; inconclusive means mostly about -30% to -49%; further: on the % scale 0 is the no-effect control and ±100 the full control effect
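THP-1 cells pretreated 1 hr with compounds (up to 57.5 uM final), then stimulated with LPS (250 ng/mL final) plus ATP (1.25 mM final); secreted IL-1B measured by AlphaLISA after 16 hr, decreased signal indicating inhibition.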
SW480 rerep – induces DNA re-replication in SW480 colon adenocarcinoma cells. Potency, µM (top dose mostly 46.1 µM), inactives show at the top dose re-replication activation, usual class: activators. 340,000 compounds, 1.8% hits. SW480 DNA re-replication, Hoechst DNA content imaging, 48 h. AID 624297; further: potency means the concentration at half of the fitted maximal effect; % of control where 0% means no effect; nearly all actives have a fitted effect of over 55% in size
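Per well, 250 cells were exposed to pinned compound for 48 hr. Nuclear DNA was visualised with Hoechst (40 min, 37 C) and total object intensity recorded by fluorescence scanning.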
* hit, by the source's call; i = inactive; ? = inconclusive; · = no result given; & = joins results of further samples; [ ] = another dose, or the depositor's remark. Unless noted, the call rests on the fitted dose curve; in most records, active means well fitted curve in the direction sought with a large enough effect; inconclusive means small, poorly fitted or top-dose-only effect, or another doubt; inactive means no such curve, though single readings can be large; an effect the other way counts as inactive or inconclusive.

compound	HT1080 IDH1KD tx	HT1080-NT tox	ATXN2 expr inh	MCF10A rerep	KB-3-1 tox	S2 tox	KB-V1 MDR tox	IL-1B inflam inh	SW480 rerep
COc1ccc(-c2nc3ccccc3s2)cc1NC(=O)c1ccc(F)cc1	·	·	0.7%	·	-5.0%	i	-7.9%	·	·
CN(C(=S)NC(=O)C1CCCC1)c1ccccc1	5.5%	0.0%	·	·	-4.2%	?	2.2%	5.7	·
COc1cc(C2CC(=O)NC3=C2C(=O)CC(C)(C)C3)ccc1O (configuration not stated)	-5.9%	-3.5%	-11.6%	0.1%	-13.9%	i	0.0%	-21.3	1.5%
Cc1cc(C)n(C(=O)Cn2nc([N+](=O)[O-])c(Br)c2C)n1	10.1%	6.2%	-0.1%	7.0%	7.2%	i	0.0%	-5.4	-9.7%
O=C(CCC(=O)N1CCOc2ccc(Cl)cc21)NCCCN1CCN(c2ccccc2F)CC1	?	?	-31.2%	7.9%	-26.8%	?	3.0%	-17.1	-6.9%
Cc1onc(-c2ccccc2Cl)c1C(=O)Nc1cccc(S(=O)(=O)NC2=NCCC2)c1	9.9%	14.8%	-6.8%	-3.7%	-4.6%	i	14.1%	28.3	-56.3%[inhibitor]
O=C(CN1C(=O)CSc2ccccc21)Nc1ccc2c(c1)OCCO2	2.8%	6.6%	22.6%	5.2%	-1.1%	i	?	5.6	-3.5%
O=C(NCCCNCc1ccccc1)/C(=N\O)c1ccccc1	-6.1%	-6.4%	-3.4%	1.5%	-5.5%	i	1.7%	5.1	5.9%
O=C(c1cc(-c2ccc(Cl)cc2)nc2ccccc12)N1CCOCC1	-12.4%	-9.6%	-7.1%	6.0%	?	i	-27.9%	-21.0	-3.8%
c1ccc(-c2n[nH]c(-c3ccccc3)c2-c2nc3ccccc3[nH]2)cc1	-19.3%	-23.0%	-0.7%	7.3%	-20.7%	i	-30.1%	?	0.5%
COc1cccc(C2c3c(-c4ccccc4O)n[nH]c3C(=O)N2Cc2ccco2)c1 (configuration not stated)	-12.9%	-5.8%	·	1.9%	-2.9%	?	10.2%	0.0	-0.8%
C=CCNC1=C(Cl)C(=O)N(c2ccccc2Cl)C1=O	-2.1%[9.24 µM]	1.8%	0.6%	15.7%	16.9%	i	-0.4%	14.1	?
COc1ccc(CCNC(=S)NCc2ccc(Cl)c(Cl)c2)cc1OC	?	?	-27.4%	12.6µM*	6.0%	i	-18.3%	-85.3*	1.4%
Cn1c(NNC(=O)c2cccc3ccccc23)cc(=O)n(C)c1=O	3.6%	1.9%	3.2%	-0.6%	3.6%	i	11.6%	2.1	-3.0%
C=CCC(=O)NC(C)c1cnn(-c2ccccc2C)c1C (configuration not stated)	-2.7%	?	·	1.9%	13.8%	i	-21.7%	0.0	-5.2%

Part of the list above in order of formula weight, lowest first:
compound	HT1080 IDH1KD tx	HT1080-NT tox	ATXN2 expr inh	MCF10A rerep	KB-3-1 tox	S2 tox	KB-V1 MDR tox	IL-1B inflam inh	SW480 rerep
COc1cc(C2CC(=O)NC3=C2C(=O)CC(C)(C)C3)ccc1O (configuration not stated)	-5.9%	-3.5%	-11.6%	0.1%	-13.9%	i	0.0%	-21.3	1.5%
Cn1c(NNC(=O)c2cccc3ccccc23)cc(=O)n(C)c1=O	3.6%	1.9%	3.2%	-0.6%	3.6%	i	11.6%	2.1	-3.0%
COc1ccc(-c2nc3ccccc3s2)cc1NC(=O)c1ccc(F)cc1	·	·	0.7%	·	-5.0%	i	-7.9%	·	·

Further results follow:
compound	HT1080 IDH1KD tx	HT1080-NT tox	ATXN2 expr inh	MCF10A rerep	KB-3-1 tox	S2 tox	KB-V1 MDR tox	IL-1B inflam inh	SW480 rerep
CCn1c(CCNC(=O)c2cccs2)nnc1SCC(=O)Nc1ccc(Cl)cc1	-27.7%	-5.7%	14.1%	1.5%	-6.1%	i	?	27.2	-1.3%
O=C(NCc1nc2ccccc2[nH]1)c1ccco1	12.8%	16.6%	5.8%	-5.5%	14.6%	i	18.7%	-2.6	-0.2%
Cc1ccc(NC2c3ncccc3C(=O)N2Cc2cccs2)cc1C (configuration not stated)	-0.1%	4.3%	-2.1%	4.1%	-0.8%	?	-0.4%	-17.1	-18.4%
CC(=O)Nc1cccc(-c2csc(Nc3cc(C)ccn3)n2)c1	-14.5%	?	?	0.3%	5.9%	·	23.1µM*	-96.1*	-5.9%
N#Cc1c(Cl)cccc1N1CCSCC1	-0.6%	8.3%	15.6%	·	?	i	23.1µM*	-0.5	·
COc1ccc(C2C=C(c3ccccc3)Nc3nc(NC(=O)c4cccc([N+](=O)[O-])c4)nn32)cc1 (configuration not stated)	·	·	9.3%	·	2.7%	i	2.2%	·	·
COCC(O)CNc1ccccc1 (configuration not stated)	?	-2.7%	-6.1%	15.3%	-7.7%	i	-15.7%	0.0	?
COc1ccccc1CNc1nc(=S)[nH]c2cc(OC)c(OC)cc12	-21.4%	?	-6.0%	-2.8%	2.0%	i	-6.3%	54.5	3.26µM*
COCCNC(=O)C1CC(c2ccccc2C(F)(F)F)=NO1 (configuration not stated)	9.1%	8.0%	3.6%	?	-4.6%	i	22.6%	27.1	2.9%
O=C(OC(C(=O)NC1CCCCC1)c1ccccc1F)c1ccco1 (configuration not stated)	17.4%	?	-0.4%	-4.8%	4.6%	i	6.0%	1.0	-64.1%[inhibitor]
CC(C)C(=NO)c1ccccc1	-4.3%	-9.6%	-1.6%	?	0.7%	i	?	8.9	35.0%
Cc1noc2ncc(C(=O)c3cc(F)ccc3O)cc12	9.4%	-3.7%	4.0%	-1.2%	8.2%	i	-5.6%	24.8	-13.4%
CCOc1cc(/C=C2/C(=O)N(c3ccccc3)N=C2C)ccc1OC(=O)c1ccco1	3.2%	3.6%	-9.7%	1.8%	12.1%	i	8.0%	0.2	2.4%
CN(C)S(=O)(=O)c1cccc(C(=O)Nc2ccc(S(=O)(=O)N3CCCC3)cc2)c1	2.0%	1.2%	-31.1%	-12.8%	17.4%	?	0.0%	25.1	-51.0%[inhibitor]
CCc1nnc(NC(=O)C(C)Sc2ccccc2)s1 (configuration not stated)	2.3%	-6.3%	-17.2%	8.5%	9.1%	i	3.4%	-21.3	-10.5%
CNS(=O)(=O)c1cccc(C(=O)OCC(=O)Nc2nc(OC)cc(OC)n2)c1	7.0%	3.2%	9.7%	-3.5%	-0.5%	i	-16.3%	31.4	-6.0%
O=C(O)CSc1nnc(-c2ccncc2)n1-c1ccc(Cl)cc1	-6.6%	-5.1%	-7.1%	-0.7%	-0.9%	i	6.1%	16.5	-0.6%
Cc1ccc2nc(SCC(=O)N3CCCCC3)nc(=O)n2c1	-6.5%	-5.6%	28.8%	14.4%	-1.9%	i	-8.8%	-4.1	?
COc1ccc(OCC(=O)Nc2c(C)ccc3nsnc23)cc1	-1.2%	-0.8%	-4.4%	5.2%	10.5%	i	-28.6%	-1.4	0.4%
COc1ccc(-c2nc(CN3CCC(C(=O)NC4CCCC4)CC3)c(C)o2)cc1OC	8.3%	7.9%	4.1%	0.7%	15.5%	i	1.9%	36.4	-26.4%
CCOC(=O)c1cc(C#N)c(SCC(=O)Nc2ccc(C(C)=O)cc2)[nH]c1=O	24.7%	27.1%	26.9%	-4.8%	7.2%	i	14.8%	0.1	-6.0%
Cc1ccc2[nH]c(=O)c(-c3nc4c(C)cccn4c3NCc3ccco3)cc2c1	-16.1%	-17.1%	-4.6%	-9.4%	4.1%	i	-1.7%	26.7	-0.4%
CC1(C)Cc2c(c(N3CCOCC3)nc3sc4c(NCCN)ncnc4c23)CO1	?	?	-26.6%	?	-2.6%	i	?	0.0	?
CCn1c(CC(=O)Nc2ccccc2)n[nH]c1=S	-0.4%	12.4%	-5.3%	0.4%	0.7%	i	0.0%	12.1	-4.0%
CC(C)(C)c1ccc(OCCC(=O)Nc2cccc(S(=O)(=O)N3CCOCC3)c2)cc1	?	-2.6%	-18.3%	4.9%	?	?	-24.9%	14.7	-2.9%
COc1ccc2c(c1)c1c3n2CCN(C)C3=NCC1	-4.9%	-0.7%	-4.6%&5.7%	?	-22.6%	i	3.2%	-11.3	-11.1%&-3.9%
O=C(NN=C1CCCCC1)Nc1ccccc1Cl	?	?	8.0%	2.3%	5.3%	i	?	3.5	-6.0%
N/C(=N\OC(=O)c1cc(-c2ccccc2)nc2ccccc12)c1ccncc1	-0.3%	16.6%	-10.8%	-4.0%	3.5%	i	-2.2%	13.3	-1.4%
CS(=O)(=O)Nc1nc2ccccc2[nH]1	-3.3%	4.6%	·	1.5%	-2.5%	i	-14.4%	11.6	-3.5%
Cc1oc2cc([N+](=O)[O-])c(O)c([N+](=O)[O-])c2c1C(=O)c1ccc(Cl)cc1	-21.6%	-17.6%	·	?	?	?	?	0.0	-26.6%
CCC(=O)NC(c1ccccc1)c1c(O)ccc2ccccc12 (configuration not stated)	20.6%	19.2%	1.5%	?	-2.3%	i	-5.2%	-6.6	7.1%
Cc1ccc(NC(=O)CN(C)C(=O)C2CCC2)cc1	0.6%	15.2%	5.7%	4.0%	0.4%	i	5.6%	13.2	-6.5%
O=C(CCCn1c(=O)[nH]c2ccsc2c1=O)N1CCN(c2ccc(Cl)cc2)CC1	·	·	-2.3%	·	1.1%	i	-1.2%	·	·
C/C=C/c1ccccc1OCc1ccc(C(=O)O)o1	1.7%	-6.3%	9.0%	-1.8%	-2.5%	i	0.0%	21.2	1.1%[9.22 µM]
O=C(O)c1cc(S(=O)(=O)Nc2ccccc2Cc2ccccc2)ccc1Cl	6.3%	?	3.2%	-6.7%	10.1%	i	?	0.1	-8.2%
COc1cccc(NC(=S)N(Cc2ccccn2)Cc2ccccc2Cl)c1	-21.6%	-19.3%	-17.0%	14.5%	-18.1%	i	?	?	5.1%
CCOc1ccc(C(=O)NCC(=O)N2CCN(c3ccc(C(F)(F)F)cn3)CC2)cc1	5.5%	-3.9%	-2.1%	-2.5%	-3.8%	i	5.9%	4.1	4.0%
